# SR-BI DiI-HDL act = activators of SR-BI mediated HDL lipid uptake; CHO ldlA[mSR-BI] cells, DiI-HDL uptake fluorescence, 3 h; 100 = double the neutral-control signal; activation, % at 12.5 µM; 320,000 tested, 0.096% active;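 active = mean replicate activation of at least 60% and every replicate at or above 60%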;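 note: 0% = median plate neutral-control signal and 100% = twice that signal; values of inactives mirror those of a sister screen read the other way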
#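 Material – SR-BI-overexpressing, LDLR-lacking CHO cells · Medium – BSA-supplemented, HEPES-buffered Ham's F12, pH 7.4 · Doses – single concentration · Times – compound with DiI-HDL co-incubation, 3 h at 37 °C · Measured by – bottom-read fluorescence, 550/595 nm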
# PKA-R1A act = activates the PKA-R1A holoenzyme complex; P00514+P68181; 340,000 tested, 0.083% active; PKA-R1A dissociation, Cy5-IP20 fluorescence polarization; scaled: DMSO 0%, 113 µM cGMP 100%; activation, % at 11.4 µM; AID 504707;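 active = percent activation above the mean of all tested compounds plus 3 SD, cut at about 19% in these data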;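 note: higher means more PKAc released from R1A so a rise in polarization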
# CDK5 p35 inh = CDK5/p35 (human) kinase inhibition; 330,000 tested, 0.01% active; Recombinant CDK5/p35, ADP-Glo luminescence, 60 min; Q00535+Q15078; inhibition, % at 10 µM;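 active = highest replicate inhibition of at least 50% and at least 75% of replicates reaching 50%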;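 note: plate controls were DMSO neutral control for no effect and GW8510 at 10 µM for full effect; many of its hits are not listed in these tables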
# Target sequence (Q00535 whole entry, looked up): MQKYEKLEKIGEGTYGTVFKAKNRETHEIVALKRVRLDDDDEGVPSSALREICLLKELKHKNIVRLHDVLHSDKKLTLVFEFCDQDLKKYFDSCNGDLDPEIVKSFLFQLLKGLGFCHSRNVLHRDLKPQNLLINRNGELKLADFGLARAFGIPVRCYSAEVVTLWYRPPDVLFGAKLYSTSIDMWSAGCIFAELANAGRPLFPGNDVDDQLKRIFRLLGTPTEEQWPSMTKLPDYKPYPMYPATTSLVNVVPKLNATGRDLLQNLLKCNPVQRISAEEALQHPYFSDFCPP
# Target sequence (Q15078 whole entry, looked up): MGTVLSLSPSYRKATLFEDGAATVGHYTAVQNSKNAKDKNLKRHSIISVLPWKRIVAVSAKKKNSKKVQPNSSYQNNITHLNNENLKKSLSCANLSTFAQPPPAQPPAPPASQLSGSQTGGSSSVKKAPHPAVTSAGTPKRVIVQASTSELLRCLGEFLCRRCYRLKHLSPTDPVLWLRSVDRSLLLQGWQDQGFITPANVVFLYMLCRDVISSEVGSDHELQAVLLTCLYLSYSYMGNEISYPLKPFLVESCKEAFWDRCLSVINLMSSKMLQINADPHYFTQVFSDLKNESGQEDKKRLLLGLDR
# dFosB act = enhances mouse delta FosB homodimer DNA binding; 340,000 tested, 0.99% active; purified delta FosB, TAMRA-CDK5 oligo fluorescence polarization; percent of positive-control signal above neutral wells; P13346; activation, % at 25 µM;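 active = mean activation above about 17%, with every replicate also reaching it, limit read from the data, passing the limit was not always enough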;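 note: fluorescence polarization rise as delta FosB binds a TAMRA Cdk5 AP-1 oligo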
# Target sequence (P13346 whole entry, looked up): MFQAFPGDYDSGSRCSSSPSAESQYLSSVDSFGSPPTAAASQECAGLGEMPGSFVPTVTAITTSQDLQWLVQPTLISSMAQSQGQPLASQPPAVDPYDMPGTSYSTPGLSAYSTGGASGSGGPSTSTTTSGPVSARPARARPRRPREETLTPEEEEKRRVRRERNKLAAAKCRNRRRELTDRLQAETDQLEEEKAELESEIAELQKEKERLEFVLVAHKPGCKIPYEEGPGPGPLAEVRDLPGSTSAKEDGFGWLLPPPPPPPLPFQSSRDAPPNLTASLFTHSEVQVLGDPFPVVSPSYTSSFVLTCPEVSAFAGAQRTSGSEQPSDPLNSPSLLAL
# Pemphigus Ab inh = inhibitors of pemphigus antibody binding to human desmoglein-3. P32926. DSG3-coupled beads, scFv-anti-DSG3-GFP binding, flow cytometry; hits give low values. binding (percent of control), % at 10 µM. 310,000 tested, 0.48% active;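 active = binding more than 3 SD below its plate's average and above zero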;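 note: hits lower antibody fragment binding to DSG3; some compounds called inactive have numbers as strong as hits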
# Arr AP2 block = human beta-arrestin and AP2 interaction inhibition; FITC-arrestin peptide / GST-AP2 beads, flow cytometry; AP2 beta2 appendage carries R879A mutation; inhibition, % at 10 µM; 340,000 tested, 0.31% active;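 active = inhibition above a set limit, near 3 SD of compounds lacking own fluorescence, cut at about 54% in these data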;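 note: plate controls were DMSO wells for no effect and 5 µM unlabelled arrestin peptide for full effect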
#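 System: GST-AP2 R879A glutathione beads | Also added: FITC-arrestin peptide, 50 nM | Times: 12 min plus 1 h, RT | Signal: Bead flow cytometry, FITC channel | Buffer or medium: PBS with 0.05% Tween 20 and 0.1% BSA | Read-out basis: Percent drop in bead-associated FITC signal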
# SUMO Mot1 rescue = inhibitors of SUMOylation pathway: yeast Mot1-301 growth rescue; S. cerevisiae Mot1-301 growth rescue, ATP luminescence, 38.5C; percent above DMSO median, 100 means doubled; growth rescue, % at 18.8 µM; 320,000 tested, 1% active; AID 2716;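 active = every valid replicate shows activation above 250% relative to neutral control wells; inactive = the rest, any valid replicate at or below 250%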;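 note: OY570 slx delta 5 strain wells were the positive control but not used for scaling; some compounds called inactive have numbers as strong as hits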
# MITF act = MITF TRPM1 promoter activation in melanoma cells; SK-MEL-5 TRPM1-promoter luciferase, 24 h; % of positive control, neutral wells = 0; activation, % at 12.5 µM; 300,000 tested, 0.75% active; AID 588334;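 active = mean activation of at least 80% with every replicate also reaching 80%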;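 note: 0% = neutral control wells and 100% = parthenolide positive control wells; values of inactives mirror those of a sister screen read the other way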
# PKA-R2B activ = activators of human PKA-R2B complex; P22694+P31323; PKA-R2B holoenzyme dissociation, Cy5-IP20 fluorescence polarization; R2B truncated from residue 108, S112A mutant; 0% DMSO only, 100% 113 µM cGMP; activation, % at 11.4 µM; 340,000 tested, 0.079% active; AID 504700;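 active = activation above a cutoff set at the mean over all compounds plus 3 SD, cut at about 18% in these data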;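 note: higher means more holoenzyme dissociation and a rise in polarization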
# SR-BI HDL uptake = blocks mouse SR-BI lipid uptake from DiI-HDL | Q61009 | ldlA[mSR-BI] CHO cells, DiI-HDL uptake fluorescence, 3 h | inhibition, % at 12.5 µM | 320,000 tested, 0.96% active;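 active = mean replicate inhibition of at least 70% and a set share of replicates each scoring 70 or more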;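 note: 0% = median of neutral control wells and 100% = median of positive control wells; values of inactives mirror those of a sister screen read the other way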
# NSD2 HMT inh = inhibitors of human histone methyltransferase NSD2; 310,000 tested, 0.54% active; inhibition, % at 12.5 µM; AID 743445; NSD2 peptide methylation, AlphaScreen, 120 min; in the data active = inhibition above about 50%
# * = called active by the depositor; nt = no result given. Hits appear at their usual frequency; 4.7% or so of the library scored in one or more.
# The opening 2 entries (preview)
SR-BI DiI-HDL act,PKA-R1A act,CDK5 p35 inh,dFosB act,Pemphigus Ab inh,Arr AP2 block,SUMO Mot1 rescue,MITF act,PKA-R2B activ,SR-BI HDL uptake,NSD2 HMT inh,SMILES
25,5,-2.5,-3,107,-1,12,1,7,-25,0,O=C(NNC(=O)[C@@H]1CCCC[C@@H]1C(=O)O)Nc1ccccc1
-10,-1,1.6,2,99,26,31,-5,-4,10,-2,Cc1cc(NC(=O)CCCn2cc([N+](=O)[O-])cn2)n(Cc2ccc(F)cc2)n1

# Results, repeating the preview:
SR-BI DiI-HDL act,PKA-R1A act,CDK5 p35 inh,dFosB act,Pemphigus Ab inh,Arr AP2 block,SUMO Mot1 rescue,MITF act,PKA-R2B activ,SR-BI HDL uptake,NSD2 HMT inh,SMILES
25,5,-2.5,-3,107,-1,12,1,7,-25,0,O=C(NNC(=O)[C@@H]1CCCC[C@@H]1C(=O)O)Nc1ccccc1
-10,-1,1.6,2,99,26,31,-5,-4,10,-2,Cc1cc(NC(=O)CCCn2cc([N+](=O)[O-])cn2)n(Cc2ccc(F)cc2)n1
-13,-3,-0.2,-8,nt,-11,-2,-28,-2,13,0,Cc1c(C(=O)Oc2cccc3cccnc23)oc2ccccc12
27,6,0.7,-17,101,5,nt,2,0,-27,0,CSc1nc(Sc2cccc(Cl)c2)c2ccccc2n1
3,0,-0.2,1,116,-3,-1,0,3,-3,0,CN(c1ccc(OCC(=O)NC2CCC(O)CC2)cc1)S(=O)(=O)c1ccc(Cl)cc1 (configuration not stated)
-2,-8,-1.0,-10,129,6,-13,7,-3,2,14,CC1(C)Cc2ccccc2C(N/N=C/c2ccc(Cl)cc2)=N1
-8,-3,1.5,-15,99,-2,-26,3,-1,8,1,Cc1ccc(N(C)C(=O)N2CCN(S(=O)(=O)c3ccc(C)c(C)c3)CC2)cc1
46,-5,-0.1,1,92,42,-9,-13,4,-46,-3,Cc1ccc(Cl)c(NC(=O)CN2CCNC(=O)C2)c1Cl
3,8,-2.7,-3,100,6,-4,7,-16,-3,-5,CCCCNC(=S)Nc1ccc(Cl)cc1
-5,-11,1.0,-2,nt,6,-9,3,3,5,4,CN(C)Cc1ccc(CNC(=O)c2ccc(Cl)c(S(=O)(=O)NC3CC3)c2)cc1
-23,2,0.6,-3,100,18,8,-4,-4,23,nt,O=C(Cn1ccc(NC(=O)OCc2ccccc2)nc1=O)NCCc1c[nH]c2ccccc12
-5,-8,0.4,3,105,2,7,nt,5,5,-2,CC(Sc1cccc[n+]1[O-])c1ccccc1 (configuration not stated)
-13,-7,1.2,0,96,-7,18,nt,-1,13,11,COc1cc(OC)c(/C=N/N2CCN(c3ccccc3OC)CC2)c(OC)c1
-9,6,-1.1,-7,103,-26,7,7,-11,9,nt,CCOC(=O)N1CCN(CC(O)COc2ccc(C)cc2C(C)(C)C)CC1 (configuration not stated)
-15,-19,2.2,-12,107,28,-11,-10,-3,15,nt,CCOC(=O)c1sc(N(Cc2ccccc2)C(=O)CCl)nc1C
5,-6,0.2,5,101,-2,-1,-5,-9,-5,nt,C=CCNCc1ccccc1[N+](=O)[O-]
-23,-6,0.9,-17,101,2,1,16,-5,23,-1,O=C(Nc1ccccc1OC(=O)c1ccc(Cl)cc1)c1ccc(Cl)cc1
7,2,2.1,-6,93,22,-11,16,1,-7,0,CCc1cc2c(=O)nc3n(c2s1)Cc1ccccc1/C3=C(/O)c1ccc(F)cc1
-7,3,2.8,6,101,24,244,5,1,7,-7,O=C(COc1cccnc1[N+](=O)[O-])NCc1ccccc1
-9,11,0.5,8,110,6,9,3,-4,9,-1,CCNS(=O)(=O)c1ccc2c(c1)NCC2
-24,0,-0.1,-2,nt,22,-12,-4,-5,24,6,O=C(Nc1ccccc1[N+](=O)[O-])c1cc(S(=O)(=O)N2CCOCC2)cs1
-58,2,-0.2,4,nt,0,11,18,-9,58,-1,CC(C)COc1ccc(C(=O)N/C(=C\c2cccc([N+](=O)[O-])c2)C(=O)OC(C)C)cc1
-10,-11,1.9,-5,nt,29,nt,-1,2,10,-4,CCc1c(C)sc(NC(=O)C2CCCO2)c1C#N (configuration not stated)
0,14,1.1,-6,104,5,-4,5,-1,0,0,COc1ccc(CCNC(=O)c2c(O)c3cccc4c3n(c2=O)CC4)cc1
38,6,1.0,-7,91,26,-17,12,0,-38,-3,N#Cc1ccc(C(=O)Nc2cc(S(=O)(=O)N3CCCC3)ccc2OCC(F)(F)F)cc1
21,-9,1.9,-5,104,-6,-5,4,2,-21,-1,O=C(COc1ccccc1)NCC(=O)NC1=NCCS1
nt,4,0.6,-20,89,9,-2,-3,4,nt,2,Cc1cc(C)n2nc(C(=O)Nc3cccc(S(=O)(=O)N(C)c4ccccc4)c3)nc2n1
-50,-7,-0.6,12,100,-11,2,24,3,50,8,CCOC(=O)c1[nH]c(C)c(C(=O)OCC(=O)NC(=O)NC(C)(C)C)c1C
9,5,1.2,-3,100,9,-7,-10,-1,-9,4,OC(CN1C2=NCCCN2c2ccccc21)c1ccc2c(c1)OCO2 (configuration not stated)
24,-8,1.7,3,96,0,16,-2,11,-24,nt,CC(O)c1nc(C(C)O)n(CC(=O)c2ccccc2)n1 (configuration not stated)
32,7,-0.3,0,99,4,-12,-12,2,-32,4,CC(C)(C)c1ccc(S(=O)(=O)NCC(=O)N2CCN(C(=O)c3ccco3)CC2)cc1
23,-6,-1.1,-3,100,44,-29,7,1,-23,3,CCNC(=O)CSc1nc2ccccc2c(=O)n1-c1cccc(OC)c1
14,5,-0.2,-1,104,31,24,14,-8,-14,1,O=C(CN1CCN(c2ccc(Cl)cc2)CC1)Nc1ccc(F)c(F)c1
47,5,-0.8,-6,103,0,-6,3,2,-47,nt,Cc1ccc(NS(=O)(=O)c2ccc3c(c2)NC(=O)C(C)C(=O)N3)cc1C (configuration not stated)
11,1,-0.7,-12,107,-7,nt,-1,-2,-11,-1,Cc1ccc(NC(=O)CN(C)C(=O)c2ccccc2Cc2ccccc2)cc1
8,-1,0.5,-11,96,-13,-2,49,0,-8,nt,CCOc1ccc(NC(=O)c2c(N)n(C)c(=O)[nH]c2=O)cc1
5,-8,2.1,1,98,1,11,-13,-4,-5,0,COc1ccc(C)cc1S(=O)(=O)N(C)CC(=O)NC1CC1
0,3,-0.7,-11,108,-2,-11,-8,-4,0,32,Cc1cc(C)nc(SCc2nc3ncccn3c2Br)n1
-9,-20,1.4,8,97,8,-3,7,-10,9,-17,Cc1ccc(NC(=O)CCC(=O)NNC(=O)c2cccs2)c(C)c1
-10,-5,0.0,-11,nt,-10,4,-4,-11,10,-3,COc1ccc(C(=O)O/N=C(/c2cccs2)C(C)(C)C)cc1
0,-6,-1.1,-5,114,11,109,-5,2,0,2,CCCCOc1ccc(CN=C(N)N)cc1Cl
7,-13,-0.4,-5,103,6,-7,-1,-4,-7,15,Cc1cc(N2C(=O)C(O)=C(C(=O)c3ccco3)C2c2cccc(Cl)c2)no1 (configuration not stated)
-12,-6,0.8,-3,115,7,252,2,-10,12,-2,CCOCCCNC(=O)C(NC(=O)Cc1cccs1)c1ccc(C)cc1 (configuration not stated)
6,-16,0.6,0,97,-4,16,0,3,-6,3,CCOc1ccc(-n2nc3c(=S)[nH]nc(C)c3c2C)cc1
nt,-6,-3.2,1,nt,-5,-5,-10,0,nt,7,O=S(=O)(c1ccc2ccccc2c1)N1CCOCC1
-9,-2,-1.6,-12,107,9,-10,19,-4,9,nt,Cc1cc(-c2csc(NC(=O)C3=COCCO3)n2)c(C)n1C
8,-22,-0.2,1,88,-3,0,-2,-6,-8,-1,Cc1cccc(NC(=O)CCCN=C2NS(=O)(=O)c3ccccc32)c1C
6,-1,0.8,-8,100,-3,-9,7,-5,-6,1,O=C(CCS(=O)(=O)c1ccc(Cl)cc1)N1CCCc2ccccc21
-8,6,0.4,2,96,37,-18,-1,-6,8,-6,CCC1(C)Cc2c(sc3nn[nH]c(=O)c23)CO1 (configuration not stated)
-11,-1,0.4,2,100,19,-30,1,-5,11,-1,COc1ncnc(OC)c1S(=O)(=O)NCc1ccccc1
-23,0,-1.7,-7,93,-13,-3,-4,-6,23,1,O=C(NCCc1c[nH]c2ccccc12)C1CCN(S(=O)(=O)c2ccccc2)CC1
-60,0,3.3,-8,92,23,-15,-25,1,60,10,Cc1ccc(-n2c(O)c(/C=N/Nc3ccc(S(=O)(=O)N4CCOCC4)cc3[N+](=O)[O-])c3ccccc3c2=O)c(C)c1
-13,-5,-1.7,-8,nt,4,2,1,-8,13,-2,COc1ccc(C(=O)NC(=S)NCc2cccnc2)cc1Cl
17,18,1.2,-5,82*,-7,3,5,16,-17,-1,O=C(CN1C(=O)/C(=C2/SC(=S)N(CCS(=O)(=O)O)C2=O)c2ccccc21)Nc1cccc(C(F)(F)F)c1
-13,-5,-1.0,-5,nt,27,0,61,5,13,1,CSc1ccccc1NC(=O)COc1ccc2c(c1)OCO2
12,3,-1.3,-3,114,-3,10,-7,0,-12,-1,COc1ccc(C)cc1-n1nnnc1SCC(=O)Nc1cccnc1Cl
-15,-7,-1.7,-9,117,5,13,nt,2,15,1,CCCOc1ccccc1-c1nc2c([nH]1)c(=O)[nH]c(=O)n2C
18,-1,3.0,3,102,30,2,-2,3,-18,-1,O=C(O)CC(c1ccc(OC2CCCC2)cc1)N1C(=O)c2ccccc2C1=O (configuration not stated)
nt,10,2.1,-11,99,6,-9,-4,6,nt,10,O=C(Nc1nnc(C2CC2)s1)c1ccc(Cl)c(S(=O)(=O)N2CCc3ccccc3C2)c1
7,-8,1.0,-5,101,36,2,1,-9,-7,0,N#CCCN(C(=O)COC(=O)CNC(=O)c1cccs1)c1ccc(F)cc1
7,-10,-2.5,4,100,0,194,3,-9,-7,-1,CCOP(=O)(O)c1ccccc1OCCOc1ccccc1P(=O)(O)OCC
